Autofluor Jurkat – compound fluoresces in Jurkat cells, VLA-4 screen interference; compound autofluorescence, flow cytometry; hits give high values; 1 = vehicle-only cell background; fluorescence ratio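 (tested at 10 µM compound in the well)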; actives 0.61% (n = 24,000); AID 576;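 active = fluorescence ratio above 2.44, which is 1 plus 3 SD of all ratios; inconclusive = signal too bright to measure linearly, ratio around 10 or more; inactive = fluorescence ratio below 2.44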;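 also: green fluorescence of cells measured with 488 nm excitation and 530 nm emission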
VLA-4 agonist – allosterically activates the human VLA-4 integrin | P13612 | activation, % at 10 µM (by protocol) | 24,000 tested, under 10 active | Jurkat cells, LDV-FITC binding, flow cytometry;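 active = fluorescent ligand binding to cells raised by more than 40% of the manganese-induced maximum; inconclusive = compound's own fluorescence above 85% of the ligand control signal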;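 also: 0% = ligand binding without compound and 100% = manganese-stimulated maximal binding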
Target sequence (P13612 whole entry, looked up): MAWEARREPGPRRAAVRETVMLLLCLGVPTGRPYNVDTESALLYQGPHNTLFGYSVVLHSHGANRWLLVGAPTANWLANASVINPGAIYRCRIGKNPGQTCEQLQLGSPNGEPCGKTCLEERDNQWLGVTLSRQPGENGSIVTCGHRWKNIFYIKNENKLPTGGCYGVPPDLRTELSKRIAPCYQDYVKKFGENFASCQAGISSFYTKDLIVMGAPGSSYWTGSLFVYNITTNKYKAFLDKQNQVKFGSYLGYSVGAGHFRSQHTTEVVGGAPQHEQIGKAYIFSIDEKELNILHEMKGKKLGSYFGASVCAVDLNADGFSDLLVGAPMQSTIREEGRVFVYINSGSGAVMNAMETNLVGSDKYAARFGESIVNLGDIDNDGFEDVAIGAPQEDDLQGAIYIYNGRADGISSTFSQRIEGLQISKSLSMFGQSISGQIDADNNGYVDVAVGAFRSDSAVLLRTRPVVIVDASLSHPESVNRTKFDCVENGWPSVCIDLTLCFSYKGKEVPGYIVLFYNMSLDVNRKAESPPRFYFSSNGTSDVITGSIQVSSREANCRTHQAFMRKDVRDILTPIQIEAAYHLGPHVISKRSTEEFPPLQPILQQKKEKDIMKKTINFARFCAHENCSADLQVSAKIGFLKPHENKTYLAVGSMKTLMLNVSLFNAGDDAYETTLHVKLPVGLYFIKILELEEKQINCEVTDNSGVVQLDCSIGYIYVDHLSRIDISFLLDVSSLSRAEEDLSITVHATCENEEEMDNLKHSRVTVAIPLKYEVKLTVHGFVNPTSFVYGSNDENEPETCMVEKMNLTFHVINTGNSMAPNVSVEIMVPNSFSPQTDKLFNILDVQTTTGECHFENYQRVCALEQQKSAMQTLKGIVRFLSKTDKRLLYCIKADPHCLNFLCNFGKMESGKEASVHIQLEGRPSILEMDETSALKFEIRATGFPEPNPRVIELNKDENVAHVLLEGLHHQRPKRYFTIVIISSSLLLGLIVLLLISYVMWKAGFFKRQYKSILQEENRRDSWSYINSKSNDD
Prostate diff – activators of LNCaP prostate cell differentiation. actives 0.56% (n = 24,000). AID 795. flow cytometry side scatter, 4 d. side scatter shift, % at 10 µM;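 active = side scatter shift above 30%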;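 also: androgen-responsive LNCaP prostate cancer cells in charcoal-stripped serum medium; percent of cells past a gate set so DMSO wells show 10% shift; higher shift means more granular cells and more differentiation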
VLA-4 antagonist – blocks LDV-FITC ligand binding to Mn2+-activated human VLA-4 integrin | Jurkat cells, LDV-FITC binding with Mn2+, flow cytometry; 100% = Mn2+-driven binding gain fully reversed | actives 0.2% (n = 24,000) | AID 529 | inhibition, % at 10 µM (by protocol) | P13612;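 active = inhibition above 50%; inconclusive = compound itself fluorescent, judged against control cell fluorescence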;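 also: 0% = Mn2+ stimulated cells lacking compound and 100% = ligand binding without Mn2+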
An asterisk follows results filed as active; ? = inconclusive. These rows are one share of the data; rates above refer to the full screens.

Autofluor Jurkat,VLA-4 agonist,smiles,Prostate diff,VLA-4 antagonist
0.99,-1,COCCn1c(=O)[nH]c2cc(C(=O)NCCN3CCN(c4ccc(OC)cc4)CC3)ccc2c1=O,3,-14
1.3,?,Cc1cccc(Cc2c(C)nc3c(C(=O)NCc4ccco4)cnn3c2C)c1,3,?
1,5,O=C(CCNS(=O)(=O)c1cccc2nonc12)NCc1cccs1,5,-17
0.98,1,N#Cc1nc(N2CCCC2)nc(N2CCCC2)n1,7,-8
1,4,Cc1cc(C)n(-c2ccc3cccc(NS(C)(=O)=O)c3n2)n1,9,-24
1,4,C=CCn1c(Br)nc2c1c(=O)[nH]c(=O)n2C,4,-18
1.2,-10,CC(=O)c1sc(N2C(=O)c3oc4ccccc4c(=O)c3C2c2ccc(C)o2)nc1C (stereo not drawn),13,4
1.1,0,O=C1c2cccnc2C(=O)N1Cc1ccccc1,7,12

Going on with the list:
Autofluor Jurkat,VLA-4 agonist,smiles,Prostate diff,VLA-4 antagonist
1.1,?,Cc1c(C(=O)NC2CC2)oc2ccc(S(=O)(=O)N3CCCCCC3)cc12,5,?
1.1,1,Cc1ccc(C)c(N2CCN(C(=O)CN(C)S(=O)(=O)c3ccc4c(c3)CCC(=O)N4)CC2)c1,7,9
0.9,5,N#CCCn1ncc2ccccc21,10,9
1.1,0,CN1CCN(C(=O)NC2CCCN2S(=O)(=O)c2ccc(Cl)cc2)CC1 (stereo not drawn),21,-12
1.1,7,O=C(Nc1ccc(F)cc1)NC1CCN(Cc2nnnn2Cc2ccco2)CC1,15,0
1.1,-7,O=C(CSCc1cccc(F)c1)N1CCN(c2ccccc2)CC1,3,1
0.85,9,O=C(c1cc(-c2ccc(F)cc2)on1)N1CCCC1,8,-1
1,-2,Cc1ccc(CNC(=O)CN2CCN(Cc3ccc(Cl)cc3)C2=O)cc1,2,8

(list continues)
Autofluor Jurkat,VLA-4 agonist,smiles,Prostate diff,VLA-4 antagonist
1.3,-1,Cn1c(C(=O)NC2CCCCCC2)cc2c(=O)n(C)c3ccccc3c21,5,-2
1.1,-1,CCCSCCCNC(=O)Cn1cc2c(n1)CCCCC2,13,-7
1.1,0,Cc1cnn(Cc2ccccc2)c1N,6,-6
1,-1,COc1ccc(CCNC(=O)CN(C)S(=O)(=O)c2cccs2)cc1OC,2,5
0.94,-7,CCOc1nc(-c2ccncc2)nc2ccccc12,12,2
0.97,0,Cn1c(=O)c(=O)n(C)c2cc(S(=O)(=O)N3CCCCC3)ccc21,2,-2
1,6,COc1ccc(S(=O)(=O)N2CCN(Cc3ccc(Cl)cc3)CC2)cc1,11,-28
1.1,-4,CCOC(=O)CCc1c(C)n(CC)c2ncnn2c1=O,2,1

Carrying on:
Autofluor Jurkat,VLA-4 agonist,smiles,Prostate diff,VLA-4 antagonist
1,4,COc1cccc(-c2cc(C(=O)Nc3ccc(OC)c(OC)c3)no2)c1,12,15
1.2,?,COC(=O)c1cccc(C(=O)Nc2cnc3ccccc3c2)n1,13,?
1.2,-7,O=C1CC(c2cccnc2)c2cc3c(cc2N1)OCCO3 (stereo not drawn),16,3
1.1,3,CN1CCN(C(CNS(=O)(=O)c2ccc(F)cc2)c2cccnc2)CC1 (stereo not drawn),6,-9
1.1,-3,CCOC(=O)C1CCCN(C(=O)CCCOc2cc(=O)n(C)c3ccccc23)C1 (stereo not drawn),6,8
1,8,COc1ccc(-c2cn3cc(C)ccc3n2)cc1OC,7,-14
1.1,2,Cc1ccc(-c2cc(C(=O)Nc3cc(C)on3)c3ccccc3n2)c(C)c1,5,-6
0.98,-5,CC(C)CN(C#N)c1nc(N2CCOCC2)nc(N2CCOCC2)n1,6,19

Other entries:
Autofluor Jurkat,VLA-4 agonist,smiles,Prostate diff,VLA-4 antagonist
1,-2,CCn1c(Cc2ccc(OC)cc2)nnc1SCC(=O)Nc1cccc(C(=O)OC)c1,12,-2
1,1,CN1C(=O)c2ccccc2Sc2ccc(NC(=O)N3CCCC3)cc21,0,-6
1.1,0,CCOC(=O)C1CCN(c2c(Nc3ccc4c(c3)OCCO4)c(=O)c2=O)CC1,7,10
1,2,CCOC(=O)C1C2C=CC3(CN(c4cccc(Cl)c4)C(=O)C13)O2 (stereo not drawn),4,-9
1.2,-2,Cc1cc(=O)oc2ccc(OCC(=O)N(Cc3ccc(F)cc3)Cc3ccco3)cc12,16,11
1.1,-2,O=C(c1ccc(Br)cc1)N1CCN(S(=O)(=O)c2ccccc2)CC1,6,1
1,-3,O=C1CC(c2cccc(Br)c2)C2=C(CCCC2=O)N1 (stereo not drawn),2,-12
1.2,-8,Cc1[nH]nc2c1C(c1cn[nH]c1-c1ccc(F)cc1)C(C#N)=C(N)O2 (stereo not drawn),17,10

(listing goes on)
Autofluor Jurkat,VLA-4 agonist,smiles,Prostate diff,VLA-4 antagonist
0.79,-3,COc1ccc(OC)c(-c2cc(C(=O)N3CCc4ccccc4C3)no2)c1,7,-10
1,0,CCOc1ccccc1OCC(=O)Nc1ccc(S(=O)(=O)Nc2nc(C)cc(C)n2)cc1,8,-1
1,-1,COc1cc(OC)cc(-n2nc(C(=O)NCCCN3CCOCC3)c3ccccc3c2=O)c1,5,32
1.1,3,Cn1c(=O)oc2cc(S(=O)(=O)NC(Cc3ccccc3)C(=O)N3CCCCC3)ccc21 (stereo not drawn),10,-5
1,2,CCOCCCNC(=O)c1ccc(CS(=O)(=O)Cc2cccc(C)c2)o1,7,-16
1,6,CCCCc1cc(=O)oc2cc(C)cc(OC(C)C(=O)O)c12 (stereo not drawn),3,-32
1.1,-6,CCOC(=O)c1cc2cc(F)ccc2nc1C,5,5
1.2,-6,CCOC(=O)C(CC)Sc1nc(-c2ccc(OC)cc2)nc2c1c(=O)n(C)c(=O)n2C (stereo not drawn),19,10

Carrying on.
Autofluor Jurkat,VLA-4 agonist,smiles,Prostate diff,VLA-4 antagonist
0.95,-6,COc1ccc(-n2nc(C(=O)N3CCN(Cc4ccc5c(c4)OCO5)CC3)c3ccccc3c2=O)cc1,2,2
0.96,-1,Cc1ccc(C)c(N(CC(=O)NC2CCCC2)C(=O)CCCC(=O)Nc2ccccn2)c1,4,-10
1.3,-11,O=C(c1csc2ccccc12)N1CCN(c2ccccn2)CC1,15,15
0.94,-1,O=C(NCN1C(=O)C2C3C=CC(C3)C2C1=O)Nc1nccs1 (stereo not drawn),10,-5
1,-4,O=C(Nc1ccccc1N1CCN(C(=O)c2ccc(Cl)cc2)CC1)c1cc2ccccc2o1,4,-19
1,-2,Cc1cccc(-c2nsc(SCC(=O)NCc3ccco3)n2)c1,21,1
0.98,4,CCOc1ccc(CSC(CC(=O)O)C(=O)O)cc1 (stereo not drawn),12,3
0.91,1,OC(COc1ccc2ccccc2c1)CN1CCOCC1 (stereo not drawn),3,-28

The list continues:
Autofluor Jurkat,VLA-4 agonist,smiles,Prostate diff,VLA-4 antagonist
1,1,COCc1ccccc1Cn1cnc2c1c(=O)n(C)c(=O)n2C,6,-3
1.1,0,CCOc1cc2[nH]c(=O)n(CCCCCC(=O)NCc3ccc4c(c3)OCO4)c(=O)c2cc1OCC,2,1
0.97,3,CCc1ccc(NC(=O)Cn2c(=O)n(CCCC(=O)NCc3ccco3)c(=O)c3ccccc32)cc1,13,-6
0.79,2,COc1ccc(OC)c(CNC(=O)CCc2nc(-c3cccs3)no2)c1,12,-16
1.1,2,O=c1c2cc(Cl)ccc2[nH]c(=S)n1Cc1ccco1,3,-6
1.1,2,O=C(NCc1ccco1)c1cccc(S(=O)(=O)N2CCCCC2)c1,15,1
1.1,-5,COC(=O)c1nn(-c2ccc(-c3ccccc3)cc2)cc1O,18,36
1,?,Cc1cc(C)nc(SCc2nnc(SCC(=O)Nc3ncc(C)s3)n2Cc2ccco2)n1,16,?

Remaining list, next part.
Autofluor Jurkat,VLA-4 agonist,smiles,Prostate diff,VLA-4 antagonist
1,7,O=C(Nc1ccc2c(c1)OCO2)C1CCCCN1S(=O)(=O)c1ccc(F)cc1 (stereo not drawn),7,7
?,?,CCN1CCN(CCCNC(=O)C(NC(=O)C2CCC(C)CC2)C(C)C)CC1 (stereo not drawn),3,?
1,1,CCS(=O)(=O)N1CCC(C(=O)NCCc2ccc(C)cc2)CC1,11,-6
1.1,4,Cc1cccc(OCCCC(=O)O)c1,6,1
1.4,?,CCOC(=O)c1sc2nc(CC(=O)OC)nc(NCc3ccco3)c2c1C,0,?
1.1,6,CCCN(CCC)CCNC(=O)C1CCCN(S(=O)(=O)c2ccc3c(c2)oc(=O)n3C)C1 (stereo not drawn),12,1
1,7,O=C(NCc1ccncc1)c1cccc(Cn2cc(Br)cn2)c1,10,-8
1.4,?,CCC(=O)Nc1nonc1-c1nc2ccccc2n1N(C(=O)CC)C(=O)CC,12,?

(more compounds)
Autofluor Jurkat,VLA-4 agonist,smiles,Prostate diff,VLA-4 antagonist
1.2,?,O=C(NCCN1CCCC1)C1(S(=O)(=O)c2ccc(Cl)cc2)CC1,3,?
5*,?,COC(=O)c1ccc2c(c1)NC(=O)C(N1CCCC1)S2 (stereo not drawn),2,?
1.1,5,Cc1ccc2c(COn3nnc4ccc(S(=O)(=O)N(C)C)cc43)cc(=O)oc2c1C,8,-12
1.1,0,CCn1c(NCc2ccc(N(C)C)cc2)nc2ccccc21,2,-2
1,-9,Cc1ccc(-c2noc(C3CCCN(C(=O)c4ccc(F)cc4F)C3)n2)cc1 (stereo not drawn),8,-3
0.98,1,CCCCNC(=O)CC(NS(=O)(=O)c1ccc(C)cc1)c1ccco1 (stereo not drawn),3,-17
1.1,8,Cc1cccc(-n2ncc3c(N4CCC5(CC4)OCCO5)ncnc32)c1,3,-13
1,5,O=C(Cn1cccc1C(=O)c1ccccc1)NCc1cccnc1,14,7

(list continues)
Autofluor Jurkat,VLA-4 agonist,smiles,Prostate diff,VLA-4 antagonist
1.1,4,CC(=O)NCC(=O)N(C)C(C(=O)Nc1ccc2c(c1)OCCO2)c1ccccc1 (stereo not drawn),4,-27
1.1,-1,CC1CCCC(C)N1C(=O)Cn1c(=O)sc2ccccc21 (stereo not drawn),7,11
0.99,2,C[N+]12CCC(CC1)C(OC(=O)C(O)(c1ccccc1)c1ccccc1)C2 (stereo not drawn),6,-20
1.1,7,O=C(O)c1cc2cc(F)ccc2[nH]1,2,-14
1,6,Cc1ccc(-n2nc3c(c2NC(=O)C(C)(C)C)CSC3)c(C)c1,13,-31
1.1,0,COc1ccc(C2CC(c3ccc(Cl)cc3)n3nc(N)nc3N2)cc1 (stereo not drawn),6,5
1.1,6,COc1ccc(/C=C/C(O)=C2/C(=O)N(C)C3(C)CC2c2ccccc2O3)cc1 (stereo not drawn),8,-22
1,-1,O=C(CSc1ncn[nH]1)Nc1nnc(-c2ccccc2)s1,7,-12

Next records.
Autofluor Jurkat,VLA-4 agonist,smiles,Prostate diff,VLA-4 antagonist
0.95,-1,COC(=O)CC1Oc2ccccc2N(Cc2ccccc2)C1=O (stereo not drawn),4,15
1,2,CCCCCC1CC(CC#CCN2CCOCC2)C(=O)O1 (stereo not drawn),6,-6
1.2,2,Cc1nc2cc(N3CCCCC3)c(NC(=O)c3cccnc3)cc2c(=O)n1Cc1ccccc1,13,-10
1,-6,O=C(Nc1nsc(-c2ccccc2)n1)c1cccs1,20,-12
0.92,-9,O=C(CSc1nnc2scc(-c3ccccc3)n12)Nc1nsc(-c2ccccc2)n1,8,14
0.96,0,Cc1ccccc1-c1nc(CS(=O)(=O)CC(=O)NCc2ccc3c(c2)OCO3)c(C)o1,7,1
1,1,CN(c1ccc(F)cc1)S(=O)(=O)c1ccc2[nH]cc(C(=O)O)c(=O)c2c1,10,-19
0.99,0,CCC(=O)N1CCc2cc(S(=O)(=O)N3CCc4ccccc4C3)ccc21,8,2

(listing goes on)
Autofluor Jurkat,VLA-4 agonist,smiles,Prostate diff,VLA-4 antagonist
1,-7,COc1ccccc1N1CCN(CC(O)COc2cccc3ccccc23)CC1 (stereo not drawn),4,4
0.96,2,Nc1c(C2=NCCO2)nnn1Cc1ccccc1,21,-22
2.7*,?,CN1CC=C2C(C#N)=C(N)C(C#N)(C#N)C(c3cccc(Cl)c3Cl)C2C1 (stereo not drawn),4,?
1.1,7,Cc1cc(-c2ccco2)n(CC(=O)NCc2ccco2)n1,2,-9
1.3,2,O=C(NC1CC1)c1cccc(Nc2ccc(-c3ccc4c(c3)OCCO4)nn2)c1,11,-12
0.98,6,COc1ccc(CN2C(=O)CN=C2Nc2ccc(C)cc2C)cc1,11,-4
1.1,2,Cc1ccccc1Oc1ccc(S(=O)(=O)NCCC(=O)O)cc1,5,2
1,9,CCOc1ccc(NC(=O)CSc2nc3cccnc3n2CC)cc1,3,-16
1.2,2,N#Cc1nc(COc2ccccc2F)oc1NCc1ccc(F)cc1,2,-29
1,-9,COc1ccc(N2CCN(C(=O)c3ccc4c(=O)n(CC5CCCO5)c(=O)[nH]c4c3)CC2)cc1 (stereo not drawn),14,-17

Source: PubChem
